# Source: PubChem BioAssay (Broad Institute)
# E-selectin induc: induces E-selectin expression in human endothelial cells. P16581. activation, % at 7.58 µM. HUVEC E-selectin immunofluorescence imaging; normalized: neutral wells 0, TNF-alpha wells 100. 260,000 tested, 0.37% active;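 active = mean E-selectin-positive cell signal at least 10% of the positive control, reached in at least 60% of replicates, without over 20% cell loss; inconclusive = no rule given, readout overlaps actives, possibly toxicity-flagged; inactive = the rest, including those meeting only one limit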;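 note: in these data hits start at about 27%; measured in HUVEC primary endothelial cells; signal is the percent of cells scored E-selectin positive by PE staining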
# Target sequence (P16581 whole entry, looked up): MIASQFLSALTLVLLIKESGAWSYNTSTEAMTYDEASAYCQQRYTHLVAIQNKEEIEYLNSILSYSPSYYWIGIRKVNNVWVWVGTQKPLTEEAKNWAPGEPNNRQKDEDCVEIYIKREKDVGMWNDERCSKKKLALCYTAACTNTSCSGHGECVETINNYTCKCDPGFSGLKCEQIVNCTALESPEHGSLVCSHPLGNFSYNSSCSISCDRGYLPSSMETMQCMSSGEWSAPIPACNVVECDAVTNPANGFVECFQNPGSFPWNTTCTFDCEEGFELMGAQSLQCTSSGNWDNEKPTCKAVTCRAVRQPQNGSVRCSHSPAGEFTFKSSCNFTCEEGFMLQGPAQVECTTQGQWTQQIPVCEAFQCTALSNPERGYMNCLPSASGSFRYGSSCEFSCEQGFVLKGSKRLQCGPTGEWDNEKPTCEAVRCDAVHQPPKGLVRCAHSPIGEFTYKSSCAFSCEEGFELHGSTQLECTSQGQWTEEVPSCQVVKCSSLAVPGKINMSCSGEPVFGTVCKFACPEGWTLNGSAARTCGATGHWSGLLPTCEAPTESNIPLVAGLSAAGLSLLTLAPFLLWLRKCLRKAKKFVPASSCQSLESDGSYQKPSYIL
#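 System: HUVEC / Compound: single concentration / Signal: immunofluorescence imaging / Read-out: percent E-selectin-positive cells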
# ARNT TACC3 PPI: disruptors of human ARNT/TACC3 interaction; AID 623870; 390,000 tested, 0.66% active; Q9Y6A5; inhibition, % at 9.99 µM; AlphaScreen His-ARNT PAS-B/GST-TACC3 binding, luminescence; TACC3 fragment carries E629A point mutation;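 active = mean inhibition of replicates at least 50% and at least half of replicates each reaching 50%; inconclusive = half or more replicates reach 50% but mean below 50%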;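 note: 0% = complete ARNT plus TACC3 wells and 100% = ARNT alone without TACC3; many hits fall short of the cut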
# RAD52 inh: inhibitors of human RAD52 DNA annealing; inhibition, % at 18.7 µM; 360,000 tested, 0.46% active; recombinant RAD52 DNA annealing, FRET fluorescence;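 active = every replicate showing at least 50% inhibition; inconclusive = mean inhibition at least 50% but not in every replicate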
# Target sequence (P43351 whole entry, looked up): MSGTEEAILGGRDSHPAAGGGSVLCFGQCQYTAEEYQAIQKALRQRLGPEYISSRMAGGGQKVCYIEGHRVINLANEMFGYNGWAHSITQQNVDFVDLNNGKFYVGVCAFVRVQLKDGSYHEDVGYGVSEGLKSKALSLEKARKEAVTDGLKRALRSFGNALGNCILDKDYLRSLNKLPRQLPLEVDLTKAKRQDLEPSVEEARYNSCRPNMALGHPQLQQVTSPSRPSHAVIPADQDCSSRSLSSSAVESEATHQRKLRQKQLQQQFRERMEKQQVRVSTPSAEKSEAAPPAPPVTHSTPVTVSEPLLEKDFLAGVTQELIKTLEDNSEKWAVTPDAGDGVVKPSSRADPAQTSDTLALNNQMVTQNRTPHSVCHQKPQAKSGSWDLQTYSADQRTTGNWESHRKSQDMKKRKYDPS
# RAD54 branch: blocks human RAD54 Holliday junction branch migration; FAM/BHQ fluorescence; Q92698; AID 602329; inhibition, % at 10.4 µM; 360,000 tested, 0.14% active;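 active = mean normalized replicate activity at least 40 and at least half of replicates scoring 40 or more; inconclusive = only one of the two criteria met; inactive = mean below 40 and under half of replicates reaching 40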;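 note: 0% = median of neutral control wells and 100% = median of positive control wells; inhibitors cause a drop in the FAM fluorescence signal; in these data hits start at about 50%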
# PglD inh: blocks C. jejuni PglD acetyltransferase activity | inhibition, % at 12.5 µM | purified PglD enzyme, DTNB colorimetric CoA detection | 360,000 tested, 0.098% active | AID 602405; in the data active = inhibition above about 16%, passing the limit was not always enough; inconclusive = no clear call, values can overlap the other calls; note: strong numbers were not always called active
# esBAF inh: blocks esBAF chromatin remodeling in mouse ES cells. reporter increase, % at 12.5 µM. 350,000 tested, 2% active. AID 602393. Bmi1-luciferase knock-in reporter, 24 h; 100% = twice the neutral-well signal; in the data active = activation above about 40%; inconclusive = no clear call, values can overlap the other calls;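 note: 0% = median of the plate's neutral control wells and 100% = double that signal; a rise in the Bmi1 reporter signal indicates esBAF inhibition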
# ERp5 inh: inhibitors of human ERp5; 350,000 tested, 0.05% active; ERp5 insulin aggregation, absorbance 650 nm, 90 min; inhibition, % at 9.99 µM;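 active = mean replicate inhibition above about 25%, with every replicate also reaching it, limit read from the data, passing the limit was not always enough; inconclusive = only one of those two criteria met; inactive = neither criterion met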
# CASP6 VEID inh: inhibitors of human caspase-6 | 350,000 tested, 0.53% active | purified caspase-6, Z-VEID-R110 cleavage fluorescence | P55212 | inhibition, % at 12.5 µM | AID 686996;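 active = mean inhibition across replicates at least about 35%, with every replicate also reaching that limit, limit read from the data; inconclusive = only one of the two criteria met; inactive = neither criterion met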;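 note: 0% = median of neutral control wells and 100% = no fluorescence left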
# Numbers without * were called inactive; ? = inconclusive; · = no result given.
SMILES,E-selectin induc,ARNT TACC3 PPI,RAD52 inh,RAD54 branch,PglD inh,esBAF inh,ERp5 inh,CASP6 VEID inh
Cc1cc(NC(=O)CCN2C(=O)C3C4CCC(C4)C3C2=O)cc(C)c1Br (stereo not given),·,-10,·,-7,-6,0,·,·
Cc1occc1-c1nnc(SCC(=O)NCc2ccc3c(c2)OCO3)n1CC(C)C,·,-1,·,-26,3,-6,·,·
C[C@@H]1CN([C@H](C)CO)C(=O)Cc2cc(NC(=O)NC3CCCCC3)ccc2O[C@H]1CN(C)C(=O)Nc1ccccc1,0.3,-7,-4,7,-1,-2,0,0
CCOc1ccc2[nH]c(=O)c(C(c3nnnn3Cc3ccco3)N3CCN(C)CC3)cc2c1 (stereo not given),·,6,-11,·,·,·,-1,-1
COc1ccc(Oc2coc3cc(OC(=O)c4cncc(Br)c4)ccc3c2=O)cc1,·,-6,·,0,-2,7,·,·
COCc1ccc(C(=O)N2CCCC(C(=O)c3ccc(Cl)cc3C)C2)o1 (stereo not given),·,7,-7,0,1,-4,4,0
Cc1ccc(CN=C(N)Nc2nc(C)cc(C)n2)cc1,3.0,7,18,10,-1,-5,2,0
OC(COc1ccccc1)CN(Cc1ccccc1)CC(O)COc1ccccc1 (stereo not given),0.0,-4,-19,4,3,-1,-5,0
CO[C@@H]1CN(C)C(=O)c2ccc(NS(=O)(=O)CC(F)(F)F)cc2OC[C@@H](C)N(CC2CCCCC2)C[C@H]1C,1.0,0,-5,-2,-4,-6,7,2
CCC(C)c1c(NS(=O)(=O)c2ccc(C)cc2)o[nH]c1=O (stereo not given),0.1,11,-17,-3,-4,-6,4,-2
CCO[C@@H]1OC(C(=O)NCc2ccccc2)=C[C@H](C2CCCCC2)[C@H]1CCCO,-0.1,23,12,-5,-6,-8,-13,2
O=C(NCCc1nnc2ccc(NCc3cccnc3)nn12)c1ccccc1F,-0.5,0,-1,·,·,·,2,0
Cc1cccc(CCNC(=O)c2cccc(NC3=NC4CS(=O)(=O)CC4S3)c2)c1 (stereo not given),-0.6,-7,-6,10,1,1,3,0
O=C(NC1CCN(Cc2ccccc2)CC1)c1ccccc1F,·,-7,-9,-1,-5,7,-3,-1
COCC(=O)N1CC(=O)N2[C@H](C1)[C@@H](c1ccc(-c3ccccc3C)cc1)[C@@H]2CO,0.4,·,-7,·,·,·,17,2
Cc1cccc(C(=O)OCC(=O)c2c(N)n(CC(C)C)c(=O)n(C)c2=O)c1[N+](=O)[O-],·,3,-8,·,·,·,0,2
COc1ccc(S(=O)(=O)Nc2ccc3c(c2)C(=O)N([C@@H](C)CO)C[C@@H](C)[C@@H](CN(C)Cc2ccccc2)OCCCC[C@H](C)O3)cc1,-0.1,-3,·,0,1,0,·,·
C[C@@H]1CN([C@@H](C)CO)C(=O)c2cc(NS(=O)(=O)c3cccs3)ccc2O[C@H]1CN(C)C(=O)Nc1ccc(F)cc1,-0.1,1,-7,5,2,-8,8,0
C=C(C)Cn1c(=O)c2c(nc3n2CCCN3Cc2ccccc2)n(C)c1=O,·,5,-14,0,2,5,3,5
O=C(Cn1nc(-c2ccccc2)nc1-c1ccccc1)N1CCOCC1,·,-1,·,12,0,1,·,·
CN(C)S(=O)(=O)N(CCN1CCOCC1)Cc1ccccc1F,·,-2,·,1,0,3,·,·
Nc1cccc2c1C(=O)N(CCOc1ccc(F)cc1)C2=O,·,·,-13,0,-6,·,3,2
CC(C)C1CC(O)(C2(O)CCCCC2)ON1 (stereo not given),·,-10,·,-9,3,-1,·,·
Cc1ccc(N/N=C2\CCS(=O)(=O)c3sccc32)cc1,0.0,2,3,·,·,·,2,0
COc1ccc(C2C(C(C)=O)=C(O)C(=O)N2CCO)c(OC)c1 (stereo not given),·,-1,·,-1,-1,4,·,·

# Pulled by compound from the list above:
SMILES,E-selectin induc,ARNT TACC3 PPI,RAD52 inh,RAD54 branch,PglD inh,esBAF inh,ERp5 inh,CASP6 VEID inh
O=C(NC1CCN(Cc2ccccc2)CC1)c1ccccc1F,·,-7,-9,-1,-5,7,-3,-1
CCO[C@@H]1OC(C(=O)NCc2ccccc2)=C[C@H](C2CCCCC2)[C@H]1CCCO,-0.1,23,12,-5,-6,-8,-13,2
OC(COc1ccccc1)CN(Cc1ccccc1)CC(O)COc1ccccc1 (stereo not given),0.0,-4,-19,4,3,-1,-5,0
Cc1ccc(CN=C(N)Nc2nc(C)cc(C)n2)cc1,3.0,7,18,10,-1,-5,2,0

# (listing goes on)
SMILES,E-selectin induc,ARNT TACC3 PPI,RAD52 inh,RAD54 branch,PglD inh,esBAF inh,ERp5 inh,CASP6 VEID inh
COc1cc(CNC2CCCCCC2)cc(OC)c1OC,·,-14,·,12,5,3,·,·
O=C(NCCCN1CCCC1)C1CCN(C(=O)c2cc3sccc3n2Cc2ccc(F)cc2)CC1,·,-8,·,7,-1,5,·,·
Cc1oc(-c2ccc(Cl)cc2)nc1CN1CCC(C(=O)NCCCN2CCCC2=O)CC1,·,-13,-12,4,-2,2,0,-1
COc1ccc(NC(=O)N(C)C[C@H]2OCCCC[C@H](C)Oc3ccc(NC(=O)Nc4ccc5c(c4)OCO5)cc3C(=O)N([C@@H](C)CO)C[C@H]2C)cc1,-0.3,·,-10,·,·,·,4,-4
O=C(COc1ccccc1)NCC(c1ccco1)N1CCCCC1 (stereo not given),0.4,·,-18,-1,-1,-3,-1,-34
C[C@@H]1CCCCO[C@H](CN(C)C(=O)Nc2ccc(F)cc2)[C@@H](C)CN([C@H](C)CO)C(=O)c2cc(NC(=O)CCC(F)(F)F)ccc2O1,·,1,-5,3,-2,-1,5,-2
COC(=O)c1ccc(CN2C(=O)NC(Cc3c[nH]c4ccccc34)C2=O)cc1 (stereo not given),0.0,11,-15,-1,3,46*,1,0
CO[C@H]1CN(C)C(=O)c2ccc(NC(=O)C3CC3)cc2OC[C@H](C)N(Cc2ccccc2)C[C@H]1C,0.4,-4,8,-14,1,-12,-3,·
CCN(C(=O)c1cc2c(=O)[nH]c3ccc(C)cc3c2s1)c1ccc(OC)cc1,2.7,-6,-7,2,-1,4,3,-4
Cc1ccc(S(=O)(=O)N2CCC(C(=O)Nc3ccccc3N3CCCC3)CC2)cc1,·,-3,-24,-13,5,·,-3,1
O=[N+]([O-])c1cc(C(F)(F)F)ccc1NCCCCNS(=O)(=O)c1ccc2ccccc2c1,·,-10,·,8,2,5,·,·
Cn1c(N)c(-c2nc3cccnc3n2C)sc1=S,1.5,7,-11,·,·,·,6,-3
Cc1cccc(C)c1NC(=O)CN,-0.4,0,-15,-2,1,-8,7,-5
CCN(CC(=O)NC1CCS(=O)(=O)C1)S(=O)(=O)c1ccc(Cl)c(C(F)(F)F)c1 (stereo not given),-0.3,-2,-1,1,5,5,0,-3
Cc1cc(C)n2nc(C(=O)OCC(=O)NNC(=O)c3ccccc3)nc2n1,0.8,-1,-16,-12,4,-4,-7,3
CCc1ccc(N2CC(C(=O)NCC(C)(C)N3CCOCC3)CC2=O)cc1 (stereo not given),·,-16,-15,5,3,3,1,0
COC(=O)Cc1ccc(OC2(C)CCN(Cc3ccc(-c4ccccn4)cc3)C2)cc1 (stereo not given),-0.2,·,-17,-5,-4,0,14,-2
Cc1cc(OCc2cc(C(=O)N(C)CC3CCOCC3)no2)cc(C)c1Cl,·,-1,-7,-2,3,50*,1,6
Oc1ccc(-c2csc(Nc3cccnc3)n2)cc1,·,9,·,8,2,38,·,·
O=C(Cn1cncn1)N/N=C/c1cccc(Cl)c1,·,-4,-6,-5,-3,·,5,-3
O=C(NCC1CC1)[C@H]1[C@H](CO)[C@H]2Cn3c(cccc3=O)[C@@H]1N2C(=O)c1cccnc1,1.4,-14,6,-7,6,1,-3,1
CCN(CC)S(=O)(=O)c1ccc(N2CCOCC2)c(NC(=O)COc2ccccc2)c1,·,3,-43,-3,-1,3,-1,-4
COC(=O)c1ccc2[nH]c3c(c2c1)CC(C)CC3 (stereo not given),·,21*,-9,0,7,24,1,4
CC(C)NC(=O)CC(=O)N/N=C\c1ccccc1C(=O)O,·,-2,-12,·,·,·,7,-2
CCOC(=O)c1ccc2c(c1)n(CCCS(=O)(=O)[O-])c(/C=C/c1ccc(Cl)cc1)[n+]2CC,·,0,-8,7,3,-3,1,3
SMILES,E-selectin induc,ARNT TACC3 PPI,RAD52 inh,RAD54 branch,PglD inh,esBAF inh,ERp5 inh,CASP6 VEID inh
COc1ccc(Cl)cc1NC(=O)CN(C)C(=O)Cc1ccc(-c2ccccc2)cc1,2.0,-9,-14,-7,4,2,2,-7
O=C(NCCCN1CCOCC1)c1ccc(Br)cc1Br,2.0,·,-10,·,·,·,1,3
C[C@@H]1CCCCO[C@H](CN(C)C(=O)Nc2ccc(C(F)(F)F)cc2)[C@@H](C)CN([C@@H](C)CO)C(=O)c2cc(NC(=O)NC3CCCCC3)ccc2O1,0.4,16,-26,10,-1,2,1,-3
CCC(=O)N1C[C@H](O)COC[C@H]2O[C@@H](CC(=O)NCc3ccccc3Cl)CC[C@@H]21,0.0,-3,-1,3,-1,-3,1,0
O=C(COC(=O)CNC(=O)C1CCCCC1)Nc1ccc(Br)cc1Br,·,-4,-9,-5,-1,2,-1,-1
Cc1cc(C)cc(OCC(=O)Nc2ccccc2N2CCCCC2)c1,·,1,·,-12,2,-4,·,·
CC(C)CC(=O)N1CCC(O)(CS(=O)(=O)Cc2ccccc2)CC1,·,4,·,3,3,9,·,·
COc1ccc(CNC(=O)Nc2ccc(C)cc2C)cc1,·,0,-2,16,-4,8,5,-2
CC(C)(Oc1ccc(F)cc1)C(=O)OCC(=O)c1ccc(S(C)(=O)=O)cc1,-0.1,-5,-17,-1,-6,20,-1,-1
COc1ccc(NC(=O)C(Cc2ccccc2)n2cccc2)cc1 (stereo not given),?,-9,-11,·,·,·,-4,-2
CN1c2ccc(C#Cc3cccnc3)cc2[C@@H]2[C@@H](CCN2S(=O)(=O)c2ccccc2F)[C@@H]1CO,0.4,0,1,-12,-10,0,-3,-3
Cn1c(=O)[nH]c(=O)c2c1nc(CN1CCN(c3ccccc3F)CC1)n2CCCc1ccccc1,·,-32,·,-12,-2,2,·,·
COC(=O)[C@]1(CC(C)C)N[C@H](c2ccc(-c3ccccc3)cc2)[C@@H]2C(=O)N(C)C(=O)[C@@H]21,-0.1,-5,-7,-6,2,2,4,3
CC1(C(=O)NS(=O)(=O)c2cccc(F)c2)CCN1C(=O)Cc1ccccc1 (stereo not given),0.1,·,-8,-1,-4,1,6,-2
CCOc1ccc(C(=O)Nc2ccc(Cc3ccncc3)cc2)cc1Br,·,-9,-16,·,·,5,7,13
Cc1ccc(NC(=O)c2cccnc2C(=O)Nc2ccc(C)cc2)cc1,1.1,-2,-9,·,·,·,-8,0
O=C(NNc1ccccc1)C(=O)NNc1ccccc1,1.2,0,-11,5,3,-4,-1,·
CCCCOP(=O)(OCCCC)C1(C)CC(=O)CC(C)(C)C1 (stereo not given),-0.1,-2,-1,-13,-2,·,-5,-1
C=CCC(NC(=O)N(C)C)(C(=O)OC)C(C)O (stereo not given),-0.2,·,6,·,·,·,3,-1
O=S(=O)(Cc1ccccc1)N1CCCCN2[C@@H](CO)[C@H](c3ccc(-c4cncnc4)cc3)[C@@H]2C1,0.2,-16,9,8,0,·,1,0
C[C@H](CO)N1C[C@H](C)[C@H](CN(C)S(=O)(=O)c2cccc(F)c2)Oc2ncc(-c3cc4ccccc4o3)cc2C1=O,0.3,-4,5,6,5,7,2,-1
COc1ccc(C(CNC(=O)c2oc3ccc(C)cc3c2C)N2CCCCC2)cc1 (stereo not given),·,3,-12,2,-3,-11,-3,4
CC(C)C[C@@H]1NC(=O)N(CCN2CCOCC2)C1=O,·,-9,·,-8,-30,-9,·,·
